Bioassay records as filed in PubChem.
DENV2 CPE rescue: inhibitors of DENV2 cytopathic effect, primary screen, cell-based, plate reader, single concentration | DENV2-infected cells, cytopathic effect rescue | CPE inhibition, % at 9.99 µM | 350,000 compounds, 1.7% hits | AID 651640, 2012; in the data active = CPE inhibition above about 20%, passing the limit was not always enough; inconclusive = no clear call, values can overlap the other calls; tested in BHK-21 cells;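 also: 0% = median of neutral control wells and 100% = median of positive control wells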
Casp6 inh: human caspase-6 inhibitors, primary screen, biochemical, VEID-R110 fluorescence, single point, set 2. purified caspase-6, Z-VEID-R110 cleavage fluorescence. inhibition, % at 12.5 µM. 350,000 compounds, 0.53% hits. AID 686996, 2013;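 active = mean inhibition across replicates at least about 35%, with every replicate also reaching that limit, limit read from the data; inconclusive = only one of the two criteria met; inactive = neither criterion met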;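 also: 0% = median of neutral control wells and 100% = no fluorescence left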
Target sequence (P55212 24-179 limits assumed): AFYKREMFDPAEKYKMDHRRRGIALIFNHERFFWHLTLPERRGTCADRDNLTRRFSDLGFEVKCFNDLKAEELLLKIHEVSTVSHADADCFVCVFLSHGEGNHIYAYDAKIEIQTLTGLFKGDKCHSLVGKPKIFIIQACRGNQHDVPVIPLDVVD
Target sequence (P55212 194-293 limits assumed): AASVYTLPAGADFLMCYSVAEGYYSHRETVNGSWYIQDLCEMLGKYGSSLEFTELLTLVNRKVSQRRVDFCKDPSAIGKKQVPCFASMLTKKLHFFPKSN
CFTR F508del cor: F508del CFTR correction, initial screen, CFBE line, single point; 350,000 compounds, 0.36% hits; CFBE cells, YFP halide quenching; stimulated with forskolin plus potentiator P3; % fluorescence drop versus neutral controls; activity (quench increase), % at 7.58 µM; AID 720511, 2013;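 active = mean added fluorescence quench of at least 8% versus neutral control, with both replicates also reaching 8%; inconclusive = only one of the mean or replicate conditions met; inactive = mean below 8% and not both replicates reaching 8%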;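 also: cells transiently co-express mutant CFTR-F508del with the halide-sensitive YFP; corrector assay measuring rescue of mutant channel to the surface after 24 h compound exposure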
RAD52 inh: RAD52 DNA annealing inhibitors, primary screen, biochemical, FRET, single point, set 2; recombinant RAD52 DNA annealing, FRET fluorescence; inhibition, % at 18.7 µM; 360,000 compounds, 0.46% hits;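 active = every replicate showing at least 50% inhibition; inconclusive = mean inhibition at least 50% but not in every replicate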
RAD54 branch: inhibitors of human RAD54 branch migration, primary screen, biochemical, fluorescence, single point; AID 602329, 2012; RAD54 Holliday junction branch migration, FAM/BHQ fluorescence; 360,000 compounds, 0.14% hits; inhibition, % at 10.4 µM;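 active = mean normalized replicate activity at least 40 and at least half of replicates scoring 40 or more; inconclusive = only one of the two criteria met; inactive = mean below 40 and under half of replicates reaching 40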;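 also: 0% = median of neutral control wells and 100% = median of positive control wells; inhibitors cause a drop in the FAM fluorescence signal; in these data hits start at about 50%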
Target sequence (Q92698 whole entry, looked up): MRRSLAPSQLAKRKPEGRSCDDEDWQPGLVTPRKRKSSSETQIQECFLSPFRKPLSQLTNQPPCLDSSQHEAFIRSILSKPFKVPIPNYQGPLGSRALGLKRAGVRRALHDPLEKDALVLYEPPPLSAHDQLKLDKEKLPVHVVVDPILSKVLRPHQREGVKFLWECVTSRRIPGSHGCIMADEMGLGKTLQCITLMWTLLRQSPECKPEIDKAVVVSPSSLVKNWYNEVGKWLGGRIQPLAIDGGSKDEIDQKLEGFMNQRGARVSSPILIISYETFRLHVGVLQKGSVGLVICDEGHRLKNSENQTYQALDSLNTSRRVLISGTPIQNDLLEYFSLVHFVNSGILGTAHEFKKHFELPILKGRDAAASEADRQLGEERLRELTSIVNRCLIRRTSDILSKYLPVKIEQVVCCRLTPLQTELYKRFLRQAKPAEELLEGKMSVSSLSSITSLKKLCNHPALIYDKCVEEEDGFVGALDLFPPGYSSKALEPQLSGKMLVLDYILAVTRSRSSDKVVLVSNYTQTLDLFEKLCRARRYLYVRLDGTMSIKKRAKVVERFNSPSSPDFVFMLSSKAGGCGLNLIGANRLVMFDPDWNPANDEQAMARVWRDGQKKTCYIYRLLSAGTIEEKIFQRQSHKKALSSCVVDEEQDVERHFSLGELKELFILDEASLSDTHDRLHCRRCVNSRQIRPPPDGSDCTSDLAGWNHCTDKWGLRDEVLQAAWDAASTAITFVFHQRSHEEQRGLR
GSIS activator: GLuc luminescence reporter in INS-1E cells, primary screen for activators of glucose-dependent secretion of insulin. 370,000 compounds, 0.61% hits. INS-1E GLuc reporter insulin secretion, 2-3 h. AID 743287, 2014. activation, % at 16.6 µM;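 active = lowest replicate activation of at least 40%, so every replicate reaches that level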;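 also: 0% = median of neutral control wells and 100% = median of IBMX positive control wells; some compounds called inactive have numbers as strong as hits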
E-sel inducer: E-selectin induction in HUVECs, primary screen, imaging, HUVEC, immunofluorescence imaging, single point; AID 686992, 2013; 260,000 compounds, 0.37% hits; activation, % at 7.58 µM; normalized: neutral wells 0, TNF-alpha wells 100; P16581;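 active = mean E-selectin-positive cell signal at least 10% of the positive control, reached in at least 60% of replicates, without over 20% cell loss; inconclusive = no rule given, readout overlaps actives, possibly toxicity-flagged; inactive = the rest, including those meeting only one limit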;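 also: in these data hits start at about 27%; measured in HUVEC primary endothelial cells; signal is the percent of cells scored E-selectin positive by PE staining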
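Assay system: HUVEC primary endothelial cells. Input: 3,000 HUVEC seeded per well. Doses: one compound dose added by pin transfer. Read-out basis: % PE-positive cells. Benchmarks: TNF-alpha high, DMSO low. Detection: immunofluorescence imaging. Buffer or medium: EGM-2, gelatin.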
XiGFP reactiv: activators of inactive X chromosome reactivation, primary screen, imaging, XiGFP fibroblasts, GFP high-content imaging, set 2 | XiGFP mouse fibroblasts, % GFP-positive cells imaging, 3 d; cells co-treated with 5-aza-dC sensitizer; scaled so ellipticine positive control = 100% | activation, % at 7.58 µM | 360,000 compounds, 0.055% hits | AID 743238, 2013;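 active = mean normalized replicate activation at least 10% and every replicate at or above 10%; inconclusive = only one of the two criteria met; inactive = mean below 10% and not all replicates reach 10%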;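 also: 0% = median of on-plate neutral control wells and 100% = ellipticine 6 µM median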
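System: XiGFP fibroblasts, SV40-immortalized. Medium: DMEM plus 5-aza-dC sensitizer. Doses: single point. Timing: 3 d treatment, 15 min room-temperature fixation. Control set: ellipticine 6 µM.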
* hit, by the source's call; u = inconclusive; x = no result given.

The first 2 entries, ahead of the listing:
SMILES	DENV2 CPE rescue	Casp6 inh	CFTR F508del cor	RAD52 inh	RAD54 branch	GSIS activator	E-sel inducer	XiGFP reactiv
CCOC(=O)[C@]12CCCC=C1N(Cc1ccccc1)C(=O)[C@H](CC(=O)N1CCN(C(=O)C3CC3)CC1)C2	-4	-1	0.4	-10	x	2	0.0	0.5
CCc1nc2ccccc2nc1N1CCN(S(=O)(=O)c2c(C)cc(Cl)cc2C)CC1	0	-2	-0.6	-9	-14	0	0.2	0.0

The whole of this part, previewed entries included:
SMILES	DENV2 CPE rescue	Casp6 inh	CFTR F508del cor	RAD52 inh	RAD54 branch	GSIS activator	E-sel inducer	XiGFP reactiv
CCOC(=O)[C@]12CCCC=C1N(Cc1ccccc1)C(=O)[C@H](CC(=O)N1CCN(C(=O)C3CC3)CC1)C2	-4	-1	0.4	-10	x	2	0.0	0.5
CCc1nc2ccccc2nc1N1CCN(S(=O)(=O)c2c(C)cc(Cl)cc2C)CC1	0	-2	-0.6	-9	-14	0	0.2	0.0
O=C(C[C@@H]1C/C=C\C[C@H](Cc2ccc(F)cc2)C(=O)OC[C@@H](Cc2c[nH]c3ccccc23)NC1=O)NCCO	x	x	-1.8	-7	-8	-11	0.0	0.0
O=C(C[C@H]1CC[C@@H]2[C@H](COC[C@H](O)CN2CC2CCCCC2)O1)NCc1ccc(Cl)cc1	-12	0	2.3	-3	5	-8	-0.1	0.0
Cn1cc(/C=C(\NC(=O)c2ccccc2Cl)C(=O)NCCN2CCOCC2)c2ccccc21	7	-1	-1.0	-6	0	9	x	0.0
C[C@@H]1CCCCO[C@@H](CN(C)C(=O)Nc2ccc3c(c2)OCO3)[C@H](C)CN([C@@H](C)CO)C(=O)c2cc(NC(=O)c3ccccc3)ccc2O1	1	-1	2.1	28	-10	-19	-0.1	0.4
O=C(C1CCCN1S(=O)(=O)c1cccc2nsnc12)N1CCN(c2ccc(F)cc2)CC1 (stereo not drawn)	-9	2	-0.7	-3	-9	-7	x	0.5
CC(COc1ccc(/C=C/c2ccccc2)cc1)[N+](C)(C)C (stereo not drawn)	14	-10	1.5	26	13	3	-0.2	0.0
COc1ccc(CC(=O)N2N=C(C)CC2(O)C(F)(F)F)cc1OC (stereo not drawn)	-3	4	-0.6	1	x	9	0.5	-0.2
C[C@@H]1CN([C@H](C)CO)C(=O)c2cccc(N(C)C)c2O[C@H]1CN(C)Cc1ccc2c(c1)OCO2	13	2	-3.6	6	2	8	-0.1	-0.1
CCC(=O)Nc1ccc(S(=O)(=O)N2CCC(c3nc4ccccc4[nH]3)CC2)cc1	15	2	-0.1	-8	x	9	2.0	-0.1
COc1nnc(-c2ccc(C)c(S(=O)(=O)NC(C)(C)CO)c2)c2ccccc12	-1	1	-0.1	-11	-3	22	x	0.1
Cc1cc(C)nc(N2CCCC(C(=O)NC3CC3)C2)n1 (stereo not drawn)	9	x	0.0	-2	1	9	0.0	0.0
CC(=O)N1C(C)(C)CC(=NOS(=O)(=O)c2ccccc2)CC1(C)C	17	-4	0.5	-10	x	-9	x	0.1
Cc1ccc(C(=O)N/C(=C\c2cccc([N+](=O)[O-])c2)C(=O)NC(Cc2ccccc2)C(=O)O)cc1 (stereo not drawn)	9	-2	3.1	-7	0	-5	x	0.1
Cn1cc(S(=O)(=O)N2CCc3ccccc32)cc1C(=O)Nc1ccc(Cl)cc1	u	1	2.6	-9	0	-7	0.1	-0.1
CC(=O)Nc1ccc(-c2ccnc3c2CC(C)(C(=O)NC(C)C)O3)cc1 (stereo not drawn)	-2	4	2.8	-14	7	x	0.2	0.4
COCC(=O)N1CC(=O)N2[C@H](C1)[C@H](c1ccc(-c3cccnc3)cc1)[C@@H]2CO	u	1	0.4	0	x	17	0.0	0.7
O=C(C[C@H]1CC[C@@H]2[C@H](COC[C@@H](O)CN2Cc2cccc(C(F)(F)F)c2)O1)NCc1ccccc1	-6	-1	1.7	0	5	-7	0.5	0.1
C/C=C/c1ccc([C@H]2[C@@H](CO)N(C(=O)CC)[C@@H]2CN(C(=O)C2CC2)C(C)C)cc1	-11	x	1.5	-5	x	1	0.0	0.3
Cc1cccc(C)c1C(O)c1ncc(-c2ccccc2F)[nH]1 (stereo not drawn)	13	3	-2.3	-5	-16	-12	0.1	-0.1
CCCCn1c(N)c(N(CC(C)C)C(=O)Cc2ccc3c(c2)OCCO3)c(=O)[nH]c1=O	15	-2	-6.8	-40	x	10	x	-0.1
C[C@@H]1CN([C@H](C)CO)C(=O)c2cc(NS(=O)(=O)c3ccccc3)ccc2O[C@H]1CN(C)Cc1ccccc1	-6	-1	0.2	16	9	2	-0.4	-1.0
S=C(NCc1ccccc1)N/N=C/c1cccs1	-2	17	-1.9	-2	-5	2	0.1	0.2
COC(=O)c1c(C)[nH]c(C(=O)COC(=O)Cn2cc(C(F)(F)F)ccc2=O)c1C	-6	-1	0.6	-25	11	-1	x	0.0
COc1cccc(OC)c1C(=O)Nc1nc(COc2ccccc2)cs1	0	0	2.6	-18	5	19	-0.1	0.0
CCCCN(c1ccc(C(=O)OC)cc1)S(=O)(=O)c1ccccc1	2	0	-0.7	-16	x	-7	x	0.0
CN1OC[C@@H]2CN[C@H](c3cccc(-c4ccccc4)c3)C[C@@H]21	7	1	0.5	-26	-17	-14	u	0.0
CS(=O)(=O)c1ccccc1C(=O)Nc1ccccc1Cc1ccccc1	10	3	2.9	-8	x	8	x	0.0
C[C@@H]1CN([C@H](C)CO)C(=O)c2cccc(NS(=O)(=O)c3ccc(F)cc3)c2O[C@@H]1CN(C)CC1CCCCC1	-3	-2	-2.2	9	-1	2	0.0	0.1
COc1ccc(-c2nnn(CC(=O)N(CCN3CCOCC3)C(C(=O)NC3CCCCC3)c3ccco3)n2)cc1 (stereo not drawn)	x	0	2.9	-12	x	-45	x	0.0
COc1ccc(C(=O)NNC(=O)CSc2nnc3ccccn23)cc1OC	3	0	0.5	-15	-8	-2	-0.3	0.0
O=C(CSc1nc(Cc2ccccc2)nc2ccccc12)Nc1nc2c(s1)CCCC2	0	x	-0.6	-34	3	4	x	x
O=C(CN1CCOCC1)N[C@H]1CC[C@@H](CCn2cc(C3CCCCC3)nn2)O[C@@H]1CO	x	x	0.8	x	x	-6	0.0	-0.5
Nc1nonc1N/N=C\c1ccccc1	3	5	-0.5	-12	4	x	x	0.1
Nc1c(NC=O)c(=O)n(Cc2ccccc2)c(=O)n1Cc1ccccc1	u	5	0.5	-10	x	16	x	-0.1
C/C=C/c1ccc([C@H]2[C@@H](CO)N(C(C)=O)[C@H]2CNC(=O)c2ccncc2)cc1	-12	-1	1.7	-10	8	-2	0.0	0.2
N/C(=N\S(=O)(=O)c1cc(C(F)(F)F)cc(C(F)(F)F)c1)c1ccccc1	-4	0	-0.5	-2	-8	-2	-0.2	0.1
O=C(CSc1nnc(C2CC2)n1C1CC1)c1ccc(Br)s1	u	0	-0.9	-10	0	-6	x	0.5
CC1Cc2ccccc2N1C(=O)CN1CCCCC1 (stereo not drawn)	-4	-1	1.2	2	x	34	-0.5	0.0
CCOc1ccc(C(C)=O)cc1COc1ccc(-c2nnco2)cc1	-4	-2	-0.8	-21	-9	19	0.7	-0.1
COc1cccc(-c2ccc3c(c2)C2CC3CCN2C(=O)c2ccc(Cl)cc2)c1 (stereo not drawn)	14	0	-3.8	-11	-22	-2	0.1	x
C[C@H](CO)N1C[C@H](C)[C@H](CN(C)Cc2ccc(-c3ccccc3)cc2)Oc2ccc(NC(=O)Nc3cccc4ccccc34)cc2CC1=O	11	-1	5.2	21	3	16	1.7	0.2
O=C(C[C@@H]1CC[C@@H](NC(=O)C2CCOCC2)[C@@H](CO)O1)NCC1CCCCC1	4	1	0.6	-6	-3	3	-0.2	0.3
CCOC(=O)N1CCN(C(=O)CN(c2ccccc2)S(C)(=O)=O)CC1	-1	-1	-2.1	-13	x	6	x	0.0
CCc1ccc(N(C(=O)Cn2nnc(-c3ccccc3)n2)C(C(=O)NC2CCCCC2)c2ccccn2)cc1 (stereo not drawn)	x	x	x	x	-9	-28	0.0	0.1
C[C@H](CO)N1C[C@H](C)[C@H](CN(C)S(=O)(=O)c2cn(C)cn2)Oc2ccc(NC(=O)C3CCCCC3)cc2CC1=O	6	0	1.5	3	-1	1	-0.1	0.0
Cc1c(C(=O)N2CCC[C@H]2CO)oc2c(F)cccc12	-7	-3	-1.6	-9	-1	18	0.0	0.3
O=[N+]([O-])c1cccc2c(S(=O)(=O)N3CCCCC3)cccc12	53*	5	-3.1	-9	-5	-9	0.8	0.4
C[C@H]1CN([C@@H](C)CO)C(=O)c2cc(C#Cc3ccccc3F)cnc2O[C@H]1CN(C)S(=O)(=O)c1ccccc1	7	-1	-1.2	1	x	-6	-1.4	-0.5

The results go on.
SMILES	DENV2 CPE rescue	Casp6 inh	CFTR F508del cor	RAD52 inh	RAD54 branch	GSIS activator	E-sel inducer	XiGFP reactiv
O=C1/C(=C/c2ccc([N+](=O)[O-])cc2)CCC1C1CCCC1 (stereo not drawn)	5	2	0.5	-13	6	-6	0.2	0.1
COc1ccc(C(=O)c2ccc(C)cc2)c(OC)c1OC	3	-5	x	-9	-1	x	x	0.0
O=S(=O)(Nc1cccc(Cl)c1)c1ccc(-n2cccn2)cc1	-4	0	7.5	-2	10	-1	-0.2	0.1
CCN1C(=O)/C(=C\c2cn(-c3ccccc3)nc2-c2cccnc2)SC1=S	5	2	x	-111	-6	-11	0.2	0.1
CCc1ccc(CN2CCC(n3nccc3NC(=O)c3ccccc3Cl)CC2)cc1	9	-3	-5.6	-1	-3	6	-1.6	0.3
COc1cccc(/C=N/NC(=O)CNC(=O)c2ccco2)c1O	-2	-10	0.8	-7	x	9	5.7	-0.1
COc1ccc(C(=O)C2CCCN(C(=O)c3cc(C)on3)C2)cc1F (stereo not drawn)	18	-2	2.6	-9	-10	-1	3.7	0.9
COc1ccc(NC(=S)NC(=O)c2cncc(Br)c2)cc1	0	-1	2.1	-20	x	8	x	0.1
CN1C(=O)c2cc(NC(=O)C3CCCC3)ccc2OC[C@H]2O[C@H](CC(=O)O)CC[C@@H]21	-7	1	-1.6	-9	4	3	0.1	0.2
O=C(CSc1ccc(-c2ccc(F)cc2)nn1)N1CCCc2ccccc21	0	1	-6.0	-3	0	-19	-2.3	0.1
Cc1ccc(NC(=O)CCl)cc1S(=O)(=O)N1CCCCCC1	x	9	-3.6	-21	x	-7	x	0.1
O=C(NCC(c1ccco1)N1CCCC1)c1cccc(S(=O)(=O)N2CCc3ccccc32)c1 (stereo not drawn)	3	3	x	-88	-6	x	x	0.0
COc1ccccc1S(=O)(=O)N[C@@H]1CC[C@@H](CC(=O)N2CCOCC2)O[C@H]1CO	2	1	-0.7	-2	5	7	-0.1	-0.2
